# Source: PubChem BioAssay (several laboratories)
# OXTR ag = human OXTR agonists, primary screen, fluorescence, CHO-OTR cells, Fluo-8 calcium; Oxytocin receptor (Homo sapiens), P30559; Fluo-8 calcium fluorescence; normalized: DMSO 0%, oxytocin 100%; activation, % at 3 µM; 320,000 tested, 0.32% active; AID 2435, 2010;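 active means activation above the mean of all tested compounds plus 3 SD, cutoff set per screening run, cut at about 20% in these data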;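 further: peak over basal fluorescence ratio from a 100 s FLIPR kinetic read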
# Target sequence (P30559 whole entry, looked up): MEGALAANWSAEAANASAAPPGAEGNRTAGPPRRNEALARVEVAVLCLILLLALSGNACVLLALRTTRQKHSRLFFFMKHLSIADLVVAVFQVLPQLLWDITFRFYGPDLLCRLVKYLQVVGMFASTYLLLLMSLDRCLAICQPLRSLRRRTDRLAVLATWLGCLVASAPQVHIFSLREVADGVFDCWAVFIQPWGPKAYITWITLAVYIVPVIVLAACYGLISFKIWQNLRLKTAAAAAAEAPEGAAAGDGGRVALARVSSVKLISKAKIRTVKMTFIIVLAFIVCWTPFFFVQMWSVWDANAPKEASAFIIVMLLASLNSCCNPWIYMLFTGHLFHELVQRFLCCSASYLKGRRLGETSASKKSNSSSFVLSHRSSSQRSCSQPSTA
# PHOSPHO1 inh = PubChem AID 1565; recombinant PHOSPHO1, absorbance phosphatase assay; 290,000 tested, 1.1% active; inhibition, % at 13.3 µM; in the data active means inhibition above about 60%
# GalR3 antag = GalR3 antagonists in HEK293 cells, primary screen, cell-based, fluorescence readout; Galanin receptor type 3 (Homo sapiens), O60755; HEK293 GalR3-CNG cAMP membrane potential fluorescence; galR3 body fused to GalR1 C-terminus; inhibition, % at 3 µM; 360,000 tested, 0.44% active; AID 651719, 2012;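 active means inhibition above the screen-wide average plus 3 SD, cut at about 13% in these data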;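 further: forskolin and galanin both at EC90 stimulate the cells; cAMP rise reported by CNG channel membrane potential dye signal; 0% = forskolin plus galanin with DMSO and 100% = forskolin alone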
# Target sequence (O60755 1-299 limits assumed): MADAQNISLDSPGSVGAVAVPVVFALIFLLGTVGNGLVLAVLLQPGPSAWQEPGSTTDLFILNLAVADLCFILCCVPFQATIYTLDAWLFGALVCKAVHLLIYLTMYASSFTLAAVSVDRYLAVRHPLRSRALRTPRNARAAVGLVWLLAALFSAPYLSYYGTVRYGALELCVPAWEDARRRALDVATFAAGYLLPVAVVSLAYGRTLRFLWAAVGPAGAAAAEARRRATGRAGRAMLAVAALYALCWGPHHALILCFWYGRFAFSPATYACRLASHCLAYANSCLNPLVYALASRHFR
# V1aR counter = agonists of human V1a receptor, primary screen, counter-screen for OXTR agonist project, fluorescence, CHO-V1R cells; activation, % at 3 µM; Vasopressin V1a receptor (Homo sapiens), P37288; Fluo-8 calcium fluorescence, agonist mode; 0% DMSO, 100% 3 nM vasopressin; AID 2797, 2010; 320,000 tested, 0.25% active;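 active means activation above the mean activation of all tested compounds plus 3 SD, per screening run, cut at about 20% in these data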;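 further: signal is peak over basal fluorescence ratio across a 100 second FLIPR read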
# GPR7 antagonist = GPR7 receptor antagonists, primary screen, cell-based, fluorescence, single concentration | Neuropeptides B/W receptor type 1 (Homo sapiens), P48145 | GPR7-expressing cells, fluorescence antagonist assay | inhibition, % at 4.4 µM | 290,000 tested, 1.1% active | AID 1861, 2009; in the data active means inhibition above about 16%, passing the limit was not always enough;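 further: cells stimulated with the agonist NPW; 0% = agonist with vehicle and 100% = vehicle without agonist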
# Target sequence (P48145 whole entry, looked up): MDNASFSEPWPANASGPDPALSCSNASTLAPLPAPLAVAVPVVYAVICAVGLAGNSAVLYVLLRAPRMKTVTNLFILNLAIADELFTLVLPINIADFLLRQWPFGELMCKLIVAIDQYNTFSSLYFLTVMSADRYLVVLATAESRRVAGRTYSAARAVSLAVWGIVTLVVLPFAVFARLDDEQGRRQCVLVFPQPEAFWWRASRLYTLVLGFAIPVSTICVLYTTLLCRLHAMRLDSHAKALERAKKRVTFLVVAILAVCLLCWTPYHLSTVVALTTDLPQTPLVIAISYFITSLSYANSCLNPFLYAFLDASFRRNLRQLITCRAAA
# HCV NS3 hel inh = inhibitors of HCV NS3 helicase, primary screen, biochemical, Cy5 molecular beacon fluorescence. Hepatitis C virus NS3 helicase. NS3 helicase DNA unwinding. inhibition, % at 10.9 µM. 290,000 tested, 0.56% active. AID 1800, 2009;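 active means inhibition above the mean of all tested compounds plus 3 SD, set per campaign, cut at about 35% in these data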;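 further: 0% = DMSO wells and 100% = thioflavine S control wells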
#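 Measured by: Cy5 fluorescence, 0 and 60 min reads / Assay system: NS3 helicase fragment of HCV / Control set: low DMSO, high thioflavine S at 110 µM / Times: 1 h reaction at 25 °C, ATP-initiated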
# IMP-1 inhibitor = IMP-1 metallo-beta-lactamase inhibitors, primary screen, biochemical, epi-absorbance readout, Pseudomonas aeruginosa enzyme; purified IMP-1, nitrocefin hydrolysis, epi-absorbance fluorescence; inhibition, % at 5.6 µM; 290,000 tested, 0.45% active; AID 1556, 2009;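 active means inhibition above the mean plus 3 SD of all compounds in the same screening run, cut at about 4.5% in these data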;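 further: 0% = IMP-1 with DMSO and 100% = DMSO wells lacking enzyme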
#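 System: purified IMP-1 / Input: IMP-1 dispensed at 0.2 nM / Medium: 50 mM HEPES pH 7.1, 50 µM ZnSO4, 0.05% Brij 35 / Timing: 15 min enzyme–compound preincubation, then 25 min nitrocefin reaction, 25 °C / Technique: plate fluorescence quenching by hydrolysis product, ex 480/em 530 nm / Repeats: singlicate testing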
# VIM-2 inhibitor = VIM-2 metallo-beta-lactamase inhibitors, primary screen, biochemical, epi-absorbance readout, Pseudomonas aeruginosa enzyme | purified VIM-2, nitrocefin hydrolysis, epi-absorbance fluorescence | inhibition, % at 5.6 µM | 290,000 tested, 0.89% active;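 active means inhibition above the mean of all tested compounds plus 3 SD, cutoff set per screening run, cut at about 7.5% in these data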;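 further: red hydrolysis product quenches plate fluorescence so inhibitors raise well fluorescence; 0% = enzyme with DMSO and 100% = DMSO without enzyme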
# FID counter = compounds displacing fluorescent DNA intercalator, primary screen, artefact control for HCV NS3 helicase inhibitor project, biochemical, FID fluorescence | DNA fluorescent intercalator displacement | 290,000 tested, 0.17% active | AID 1845, 2009 | inhibition, % at 7.9 µM; in the data active means inhibition above about 37%;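 further: 0% = vehicle and 100% = reference compound; higher means more ethidium bromide displaced from hairpin DNA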
# Numbers without * were called inactive; . = no result given.
# Values run as follows: OXTR ag	PHOSPHO1 inh	GalR3 antag	V1aR counter	GPR7 antagonist	HCV NS3 hel inh	IMP-1 inhibitor	VIM-2 inhibitor	FID counter
CCOC(=O)CSc1nc2ccccc2c(=O)n1NC(=O)c1ccccc1
→ -1.2	-2	3	0.0	-6	-7	-3.3	-1.9	-12
COc1ccc2nc(NC(=O)[C@@H]3CCCN3C(=O)c3cccs3)sc2c1
→ -1.3	-7	-6	-0.6	10	2	-1.5	-0.7	-9
O=C(COc1ccccc1-c1ccccc1)NCCN1C(=O)S/C(=C\c2cccnc2)C1=O
→ 2.1	-4	-3	0.0	-15	-2	-5.7	-2.3	-7
O=c1oc(-c2ccccc2)nc2c1C1(CCCCC1)Cc1ccccc1-2
→ 1.5	15	1	1.1	3	6	-4.3	-3.4	1
COCc1cc(CNC(=O)C2CCC(=O)N(Cc3ccccc3F)C2)[nH]n1 (stereo not given)
→ 1.2	17	-4	1.3	3	-1	-1.2	-0.6	-3
COc1ccc(CCNC(=O)c2c(O)c3c([nH]c2=O)CCCC3)cc1
→ -0.7	7	1	0.9	-6	1	-2.6	-2.7	-3
O=C(CSc1cccc[n+]1[O-])NCC1CCCCC1
→ 0.2	-13	-6	0.6	-15	9	-0.9	-2.1	-4
CC(C)COP(=O)(c1ccc(N(C)C)cc1)C(O)c1ccccc1 (stereo not given)
→ 2.2	.	-11	0.5	-8	-9	-4.3	-4.0	-36
COc1ccc(CCNC(=O)C2CC(c3ccccc3F)=NO2)cc1 (stereo not given)
→ -1.2	31	-2	1.5	.	.	.	.	.
O=C(c1ccc2c(=O)n(-c3ccccc3)c(=O)[nH]c2c1)N1CCN(c2ccc(F)cc2)CC1
→ -0.2	14	-6	1.1	-13	-10	-1.8	-1.8	-19
CCOc1c(Br)cc(CNc2ccc3c(c2)OCCO3)cc1OC
→ 1.4	37	-1	2.3	5	-4	-1.8	-1.2	-5
CCOC(=O)CSc1snnc1C
→ 0.5	.	-5	0.1	5	8	-1.4	-0.2	1
CCOC(=O)c1sc(NC(=O)c2cncc(Br)c2)nc1C
→ .	8	-8	.	-7	-1	-2.2	-1.6	1
COc1ccc(N(C(=O)c2ccco2)S(=O)(=O)c2cc(OC)ccc2OC)cc1
→ -1.0	-10	-3	-0.2	-5	-3	-6.7	-5.4	-19
Cc1nn(CCCC(=O)NCCc2ccccc2)c(=O)c2nccn12
→ 1.1	25	.	1.1	4	4	-3.1	-1.9	-2
CCC(C(=O)NC1CCCCC1)n1c(SCc2cccc(F)c2)nc2ccncc21 (stereo not given)
→ 0.1	-14	.	2.0	-16	-9	-3.2	-3.6	-4
Cc1cc(C)n(-c2ccc(C(=O)Nc3cc(C(F)(F)F)ccc3N3CCOCC3)cc2)n1
→ -1.1	12	-2	-0.4	-17	-2	-1.6	-2.4	-3
Cc1cc(C(=O)N/N=C/c2c[nH]c3ccccc23)cs1
→ -0.3	-20	-8	-0.6	7	-5	-0.5	-4.5	0
N#CC/C(N)=N/NC(=O)CCCNc1ncc(C(F)(F)F)cc1Cl
→ -1.4	51	1	0.4	-14	3	-3.1	-3.4	-8
COc1cc(C(=O)OC2CCN(C)CC2)cc(OC)c1OC
→ 0.1	-18	-1	0.6	-2	-6	-1.6	1.4	8
COc1ccc(N(CC(=O)Nc2ccccc2C(=O)NCC(C)C)S(C)(=O)=O)cc1
→ -0.6	4	-1	-0.1	2	-12	-0.7	-1.9	-19
CCOc1ccccc1/C=c1\sc2nc(-c3ccco3)nn2c1=O
→ -0.7	22	0	0.4	-6	28	-4.4	-3.9	-29
O=C(CCN1CCOCC1)N1c2ccccc2Sc2ccc(Cl)cc21
→ -1.5	7	-7	0.0	-5	-6	-4.2	-1.0	-10
O=c1c2sccc2nc(SCc2cc(=O)n3cc(Cl)ccc3n2)n1-c1ccc(F)cc1
→ -2.1	4	1	-0.1	-7	-3	-4.5	2.6	-1
Cc1cccn2c(=O)c3cc(S(=O)(=O)c4ccccc4)c(=N)n(Cc4ccc(F)cc4)c3nc12
→ 0.0	28	-4	0.0	1	0	-2.8	-4.2	-1
Cc1cc(C)nc(NS(=O)(=O)c2ccccc2)n1
→ 0.4	-8	-2	1.4	8	-4	-2.8	-1.8	-2
c1ccc(OCc2nc(-c3ccncc3)no2)cc1
→ 0.4	0	0	0.7	5	0	-2.1	-4.0	3
COC(=O)c1cc(OC)c(OC)cc1NCC(=O)Nc1ccc(OC)c(OC)c1
→ 0.4	8	-3	0.2	-7	-1	0.2	0.4	-5
O=C(c1ccc(CS(=O)Cc2ccc(Cl)cc2)o1)N1CCN(c2ccccc2F)CC1 (stereo not given)
→ 2.9	50	-4	6.3	-6	-5	-3.2	-6.4	-62
CCOc1ccccc1C1NC(=O)c2ccccc2O1 (stereo not given)
→ 0.1	19	-10	1.1	-2	9	-2.1	-0.4	-10

# Looked up above.
# VIM-2 inhibitor with COc1ccc(N(C(=O)c2ccco2)S(=O)(=O)c2cc(OC)ccc2OC)cc1 is entered as -5.4
# FID counter with CCOC(=O)c1sc(NC(=O)c2cncc(Br)c2)nc1C is entered as 1

# (next part)
# Values run as follows: OXTR ag	PHOSPHO1 inh	GalR3 antag	V1aR counter	GPR7 antagonist	HCV NS3 hel inh	IMP-1 inhibitor	VIM-2 inhibitor	FID counter
CSCCC(NC(N)=O)C(=O)Nc1cccc(C#N)c1 (stereo not given)
→ -0.1	32	-6	-0.4	3	-2	-1.6	-1.6	4
CCc1nnc(NC(=O)CCC(=O)N2CCN(Cc3ccc(C)cc3C)CC2)s1
→ -0.3	70*	3	0.5	-14	3	-3.3	-2.5	-28
CCc1ccc(OCc2n[nH]c(=S)n2Cc2ccccc2)cc1
→ -1.2	90*	-4	-0.3	-4	-2	-1.0	-5.3	-27
CCC(C)NS(=O)(=O)c1ccc(NC(=O)c2c(-c3ccccc3)noc2C)cc1 (stereo not given)
→ 1.4	4	1	1.6	-6	-10	-3.4	-1.9	-19
C#Cc1ccc(CN2CCC(Oc3ccc(C(=O)NCc4ccccn4)cc3)CC2)cc1
→ 1.6	21	-6	3.1	-18	-11	-2.4	-0.8	-2
Cc1[nH]c(C)c(S(=O)(=O)Nc2ccc(F)cc2Cl)c1C(=O)N1CCCC1
→ 0.3	11	-10	0.6	20	2	-3.9	-3.3	-10
CCOc1cc(CNCCCN2CCOCC2)cc(Br)c1OCC(=O)Nc1cccc(C(F)(F)F)c1
→ 8.8	22	-4	4.5	22	-88	-0.6	0.9	37
COc1ccc(-c2[nH]ncc2CN2CCCOc3c(cccc3OC)C2)c(OC)c1
→ 0.6	40	-5	-0.2	-8	-16	-2.9	-2.4	7
Cc1nc2sc(C(c3ccc(F)cc3)N3CCN(C(=O)c4ccco4)CC3)c(O)n2n1 (stereo not given)
→ -0.5	7	0	-0.3	2	3	-2.5	-1.8	-17
Cc1cccc(C)c1NC(=O)[C@@]1(CC(=O)O)CC(/C=C/c2ccccc2)=NO1
→ .	20	-9	.	3	3	-0.9	-2.3	-27
CC(C)c1nnc(NC(=O)CCC(=O)NC2CCCCCC2)s1
→ -0.3	41	-8	-0.3	0	-3	0.5	-0.6	-6
COc1ccc(/C=C2/C(=O)N=C(N)N2C)cc1OC
→ -0.2	16	1	0.0	-8	-3	-4.2	-3.8	0
O=C(NCCNC(=O)c1ccccc1)c1ccccc1
→ 1.3	24	0	0.9	-13	-10	-1.9	-1.9	0
CCCn1nc2cc(C(=O)NCc3ccccc3)ccc2c1OCC
→ -2.1	46	-5	-0.2	-15	3	-0.9	-1.7	-15
CCc1ccc(-c2nc(C(N)=O)c3[nH]c(=O)n(-c4ccccc4OC)c3n2)cc1
→ 1.5	1	-5	0.5	-8	10	-5.0	-2.5	0
Cc1csc(=S)n1-c1ccccc1
→ 0.1	50	-2	0.3	5	6	-1.9	0.2	2
O=C(O/N=C(\c1ccccc1)c1ccccn1)c1ccc(Cl)c(Cl)c1
→ -1.3	-7	-4	-0.6	-12	3	-4.3	-3.6	-6
COc1ccc2cc(C#N)c(Nc3cccc(F)c3)nc2c1
→ -0.2	7	-5	-0.3	-8	-9	-2.3	-2.1	-1
CN(C(=O)COC(=O)CNC(=O)c1ccccc1Cl)c1ccccc1
→ 0.3	23	4	-0.8	-8	-1	-1.8	-2.9	-3
CCC(C)(C)NC(=O)/C=C/c1cnc2ccccc2n1
→ -0.7	1	-5	-0.4	12	2	-0.4	0.8	-7
O=c1c(Cl)c(NCCO)ncn1-c1ccccc1
→ 0.8	14	-2	0.3	-15	2	0.1	0.5	0
Cc1ccc2c(CN3C(=O)NC4(CCCCC4)C3=O)cc(=O)oc2c1C
→ 0.2	6	-4	-1.1	9	-4	-2.3	1.6	-27
CCN1/C(=C2/SC(=S)N(NC(C)=O)C2=O)Sc2ccccc21
→ .	25	-6	.	20	19	0.3	2.4	-6
COc1ccccc1C(=O)N(Cc1nc(-c2ccc(Cl)cc2)no1)C(C)C
→ -0.6	-7	-4	2.0	-4	1	-4.4	-4.8	-38
Cc1ccc(C(=O)Nc2ccccc2N2CCCCC2)cc1
→ -0.9	-6	-10	-0.2	-14	-2	-1.3	-2.4	-22
NS(=O)(=O)c1ccc(CNc2ncnc3sccc23)cc1
→ 0.3	4	-5	1.4	-8	-5	0.1	-1.0	1
CC(OC(=O)c1cc[n+]([O-])cc1)C(=O)Nc1ccc(Cl)cn1 (stereo not given)
→ 0.8	-2	-3	-0.2	-8	-6	-2.4	-1.2	2

# Structures listed so far with a thiophene ring, fused or not:
# Values run as follows: OXTR ag	PHOSPHO1 inh	GalR3 antag	V1aR counter	GPR7 antagonist	HCV NS3 hel inh	IMP-1 inhibitor	VIM-2 inhibitor	FID counter
COc1ccc2nc(NC(=O)[C@@H]3CCCN3C(=O)c3cccs3)sc2c1
→ -1.3	-7	-6	-0.6	10	2	-1.5	-0.7	-9
Cc1cc(C(=O)N/N=C/c2c[nH]c3ccccc23)cs1
→ -0.3	-20	-8	-0.6	7	-5	-0.5	-4.5	0
O=c1c2sccc2nc(SCc2cc(=O)n3cc(Cl)ccc3n2)n1-c1ccc(F)cc1
→ -2.1	4	1	-0.1	-7	-3	-4.5	2.6	-1
NS(=O)(=O)c1ccc(CNc2ncnc3sccc23)cc1
→ 0.3	4	-5	1.4	-8	-5	0.1	-1.0	1
